Bioassay records: PubChem, National Center for Advancing Translational Sciences (NCATS)
HP1b chromo inh: blocks HP1-beta chromodomain binding to methylated histone tails; AlphaScreen HP1-beta / biotin-H3K9me3 peptide binding; Potency, µM (top dose mostly 114 µM), inactives show at the highest dose activity change, negative = inhibition, hits mostly inhibitors; P83916; 0.56% of 390,000 active; also: potency is read from the fitted curve at half-maximal effect; nearly all actives have a fitted effect of over 70% in size; inactives centre near 23
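HP1-beta protein (50 nM final) preincubated 30 min at room temperature with biotinylated H3(1-18)K9me3 peptide (50 nM) in PBS pH 7.4, 0.01% Tween-20, then compound added for 30 min. AlphaScreen streptavidin donor/nickel chelate acceptor beads (10 ug/mL final), 30 min dark, luminescence read.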
PGK inhibitor: T. brucei PGK inhibition; AID 602233; 0.043% of 380,000 active; Potency, µM (highest dose often 57.5 µM), inactives show top-dose activity change, negative = inhibition, usual class: inhibitors; P07378; PGK/GAPDH coupled, Kinase-Glo luminescence, 60 min; also: potency is read from the fitted curve at half-maximal effect; % is scaled to controls: 0 for no effect and ±100 for the full control effect; nearly all actives have a fitted effect of over 60% in size
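Recombinant glycosomal PGK reaction used 1,3-bisphosphoglycerate generated in-well by GAPDH (100nM final) in 100mM TEA pH 7.6, 5mM MgCl2, 0.01% Tween-20. After 60 minutes at room temperature, ATP was read by Kinase-Glo Plus luminescence end-point.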
BAZ2B block: inhibitors of human BAZ2B bromodomain; 4.4% of 360,000 active; AID 504333; AlphaScreen BAZ2B-H3K14Ac peptide displacement; Q9UIF8; Potency, µM (titrated, usually from 114 µM), inactives show at the highest dose activity change, negative = inhibition, hits mostly inhibitors; also: potency is read from the fitted curve at half-maximal effect; % is scaled to controls: 0 for no effect and ±100 for the full control effect; nearly all actives have a fitted effect of over 60% in size
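Inhibition is scored as reduced AlphaScreen emission. The BAZ2B/b-H3(5-23)K14Ac complex (50 nM each) in PBS pH 7.4, 0.01% Tween-20 meets compound (up to 110 uM) for 30 min at RT before bead addition.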
G9a inh: G9a (human) methyltransferase inhibition. 8.8% of 350,000 active. G9a H3K9 monomethylation, AlphaScreen, 2 h. Potency, µM (doses to about 102 µM), for the others: at the top dose activity, negative = inhibition, actives largely listed as inhibitors; also: potency is read from the fitted curve at half-maximal effect; % is scaled to controls: 0 for no effect and ±100 for the full control effect; nearly all actives have a fitted effect of over 75% in size
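Step 1: enzyme (final 20 nM) with compound, 15 min RT. Step 2: substrate peptide 500 nM and SAM 20 uM, 2 h RT. Step 3: anti-H3K9me1 antibody and AlphaScreen beads, 10 min, then plate read.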
JMJD2A Tudor: blocks the human JMJD2A Tudor domain | O75164 | AlphaScreen JMJD2A-Tudor / H3K4me3 peptide binding | Potency, µM (highest dose often 114 µM), for inactives: at the top dose activity change, negative = inhibition, actives largely listed as inhibitors | 4.4% of 390,000 active | AID 504339; also: potency is read from the fitted curve at half-maximal effect; % is scaled to controls: 0 for no effect and ±100 for the full control effect; nearly all actives have a fitted effect of over 50% in size
PI4K2A block: blocks human PI4K2A kinase activity. Q9BTU6. purified PI4K2A, ADP-Glo luminescence, 1 h; active compounds read low. activity change, negative = inhibition, % at 76.9 µM. 0.13% of 420,000 active. AID 1346378; in the data active = activity change below about -50%; inconclusive = mostly about -30% to -49%;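 also: -100% = wells without enzyme as full effect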
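ADP-Glo luminescence measured ADP generated by PI4K2A enzyme (4 ug/mL before mixing) with 1.2 mM PI substrate (pre-mix) and 300 microM ATP (pre-mix). Tris pH7.5 buffer with MgCl2, Triton X-100; 1 h reaction at ambient temperature.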
Pol eta inh: inhibitors of human DNA polymerase eta; recombinant Pol eta, fluorescent DNA replication assay; Potency, µM (top dose mostly 114 µM), for the others: at the top dose activity change, negative = inhibition, hits mostly inhibitors; 1.2% of 390,000 active; AID 588591; also: potency is read from the fitted curve at half-maximal effect; % is scaled to controls: 0 for no effect and ±100 for the full control effect
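Fluorescent replication assay: 50 nM final substrate added after a 15 min room-temperature compound preincubation with 10 nM enzyme. Signal taken at 0 min and again at 10 min.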
GLS inh: glutaminase GLS (human) inhibition. O94925. GLS enzymatic activity, qHTS titration. Potency, µM (top dose mostly 45.5 µM), without a hit: top-dose activity change, negative = inhibition, actives largely listed as inhibitors. 0.21% of 410,000 active; also: potency is read from the fitted curve at half-maximal effect; % is scaled to controls: 0 for no effect and ±100 for the full control effect
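Glutamate formation by hKGA was monitored fluorometrically using coupled glutamate oxidase, HRP and Amplex Red. Substrate was added as 1 mM L-glutamine solution; incubation was 30 min at RT after an initial read.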
Pin1 inh: inhibitors of human Pin1 | Q13526 | Pin1 FP peptide displacement, HiFluor488, 10 min | Potency, µM (highest dose often 115 µM), for the others: at the top dose activity, negative = inhibition, actives largely listed as inhibitors | 0.009% of 390,000 active | AID 504891; active = well fitted inhibition curve with a large enough effect in the polarisation, with a control signal flat, not every such curve was filed as active; inconclusive = small, poorly fitted or top-dose-only effect, or effect the other way, or a change in a side signal; inactive = no such curve, though single readings can be large or run the other way; the % refers to the polarisation; also: potency is read from the fitted curve at half-maximal effect; % is scaled to controls: 0 for no effect and ±100 for the full control effect
* = called active by the depositor; i = inactive; ? = inconclusive; . = no result given; [ ] = another dose, or the depositor's remark. Unless noted, calls follow the shape of the dose curve; as a rule, active = well fitted curve in the direction sought with a large enough effect; inconclusive = small, poorly fitted or top-dose-only effect, or another doubt; inactive = no such curve, though single readings can be large; an effect the other way counts as inactive or inconclusive.

#	structure	HP1b chromo inh	PGK inhibitor	BAZ2B block	G9a inh	JMJD2A Tudor	PI4K2A block	Pol eta inh	GLS inh	Pin1 inh
1	CCSc1nnc(NC(=O)C2CC=CCC2C(=O)O)s1 (centres undefined)	-7%	?	?	-5%[12.7 µM]	?	7	20µM*	-6%	-7%
2	COC(=O)c1ccc(NC(=O)CSc2nnc(-c3ccncc3)n2C)cc1	10%	-2%	2%	0%	-19%	3	2%	-4%	-1%
3	CCCC(NC(=O)c1c(C)noc1C)C12CC3CC(CC(C3)C1)C2 (centres undefined)	-1%	i	-1%	4%	-7%	-5	-7%	0%	5%
4	O=C(O)C1CC=CCC1C(=O)NC12CC3CC(CC(C3)C1)C2 (centres undefined)	27%	2%	-6%	26%[59 µM]	-10%	-1	-4%	2%	2%
5	CCOc1ccc(-c2cc(C(=O)O)c3ccccc3n2)cc1	44%	-3%	3%	-35%[59 µM]	-5%	0	-3%	-7%	-5%
6	Cc1c(CCC(=O)NC2CC2)c(=O)oc2cc(O)ccc12	15%	-6%	10%	.	-14%	-1	-9%	27%	-6%
7	CCCc1cc2nnc(SCC(=O)N(C)C3CCCCC3)n2c(N)n1	24%	-1%	0%	-12%[59 µM]	0%	1	-8%	-20%	0%
8	COc1cc2c(cc1NC(=O)COC(=O)[C@@H](NS(=O)(=O)c1ccccc1)C(C)C)oc1ccccc12	35%	-3%	-2%	13%[59 µM]	-21%	-1	-27%	-10%	50%[activator]
9	O=C(Oc1ccc2ccccc2c1Cl)N1CCCCCC1	89%[activator]	1%	61%[activator]	82%[activator][59 µM]	29%	2	-2%	-3%	2%
10	COC(=O)CCCC(=O)N1CCCC(N(C)CCc2ccccc2)C1 (centres undefined)	13%	5%	-32%	47%	-10%	0	-2%	14%	-6%
11	CC(C(=O)NC1C=CS(=O)(=O)C1)N1C(=O)/C(=C/c2ccc(Cl)cc2)SC1=S (centres undefined)	-26%	i	22µM*	.	?	-3	-10%	-3%	-1%
12	COc1ccc(NC(=O)C2CCN(C(=O)Nc3ccc(C)cc3)CC2)cc1OC	-1%	-1%	-1%	14%	-14%	-3	-7%	-11%	33%[activator]
13	Cc1cc(C)nc(-n2ncc3c2CC(c2ccc(C(C)C)cc2)CC3=O)n1 (centres undefined)	35%	5%	?	?	-19%	-2	-8%	5%	1%
14	COc1ccc(-n2ccnc2SCC(=O)NC2CCCC2)cc1	23%	-3%	4%	?	-24%	3	-5%	0%	-13%
15	O=C(CCNS(=O)(=O)c1ccccc1C(F)(F)F)N1CCN(S(=O)(=O)c2cccc(Cl)c2)CC1	9%	-16%	9%	2%[59 µM]	-19%	-2	-3%	1%	-11%
16	Cc1cccc(NC(=S)N2CCN(c3ccc(F)cc3)CC2)c1	31%	i	-19%	-2%	-12%	-5	-17%	-5%	10%
17	COc1ccc(N(CC(=O)NC2CCCCC2)S(=O)(=O)c2c(C)[nH]c(=O)[nH]c2=O)cc1	31%	-7%	-6%	?	-17%	0	-22%	4%	-2%
18	Cc1cccc(NC(=O)/C=C/c2cccs2)n1	5%	-15%	-29%	4%	5%[57.1 µM]	-23	9%	4%	?
19	CCc1ccc(OCC(=O)NNC(=O)c2ccc(-n3cncn3)c([N+](=O)[O-])c2)cc1	14%	-6%	.	.	-7%	-8	-5%	-7%	-5%
20	COc1ccc(-c2cc3ccc(O)c(CN4CCCC(C)C4)c3oc2=O)cc1 (centres undefined)	123%[activator][57 µM]	6%	152%[activator]	76%[activator][59 µM]	50%[activator]	2	-19%	4%	?
21	O=C(COC(=O)c1oc2ccccc2c1CSc1ccc(Cl)cc1)NC1CCCC1	180%[activator]	-4%	169%[activator]	129%[activator][59 µM]	222%[activator]	3	-12%	4%	1%
22	CSc1ccc(CCNC(=O)C(C)n2c(C)c3cnn(-c4ccccc4)c(=O)c3c2C)cc1 (centres undefined)	-10%	2%	-34%	-26%[59 µM]	?	-1	-10%	-4%	16%
23	CCCCN(C)C(=O)c1oc2ccc(S(=O)(=O)N3CCCCCC3)cc2c1C	89%[activator]	-2%	-5%	18%	9%	12	-17%	-16%	-1%
24	CC1CCN(CCOCCSc2ccc(Cl)cc2)CC1	?	0%	50µM*	.	7.1µM*	8	-4%	0%	-8%
25	NS(=O)(=O)c1ccc(CCNC(=O)CNC(=O)c2ccccc2F)cc1	32%	i	-31%	13%	4%	16	-17%	-11%	-2%
26	Cc1ccc(CNC(=O)CSc2nc3ccccc3c(=O)n2CC2CCCO2)cc1 (centres undefined)	32%	0%	.	.	-16%	0	-7%	-2%	-3%
27	CN(C)CCN(C(=O)CN1C(=O)c2ccccc2C1=O)c1nc2cc3c(cc2s1)OCCO3	12%	8%	-11%	?	-17%	-2	-25%	3%	1%
28	O=C(NCc1ccncc1)Nc1ccc2c(c1)OCO2	17%	-2%	11%	45µM*	-29%	0	-4%	6%	1%
29	CC(C)OC(=O)C1C(=O)CC(C)(O)C(C(=O)OC(C)C)C1c1ccccc1 (centres undefined)	38%[activator]	6%	-25%	-31%[12.7 µM]	-17%	4	-17%	5%	-4%
30	COc1ccc(-n2nc(C(=O)N(C)c3cccc(C(F)(F)F)c3)c3c4ccccc4n(C)c3c2=O)cc1	66%[activator]	.	.	25%[59 µM]	0%	-4	.	2%	-4%

The listing continues:
#	structure	HP1b chromo inh	PGK inhibitor	BAZ2B block	G9a inh	JMJD2A Tudor	PI4K2A block	Pol eta inh	GLS inh	Pin1 inh
31	CC1=Nc2cc(Cl)ccc2Oc2ccccc21	61%[activator]	7%	70%[activator]	91%[activator]	-17%[11.4 µM]	2	?	-16%	-1%
32	COc1cccc(NC(=O)NCc2cccn2C)c1	-6%	-10%	?	.	-23%	-21	4%	10%	1%
33	O=C(Nc1ccc(F)c(Cl)c1)C1CCCN1S(=O)(=O)c1ccc(F)cc1 (centres undefined)	16%	11%	-2%	-20%[59 µM]	15%	1	-21%	4%	-8%
34	O=S(=O)(Nc1nnc(-c2ccccc2)s1)c1ccc(Cl)cc1	35%	i	-3%	8%[59 µM]	-27%	3	-8%	-3%	-8%
35	C[C@@H]1CN([C@H](C)CO)C(=O)CCCn2cc(nn2)CO[C@H]1CN(C)S(=O)(=O)c1ccc2ccccc2c1	.	-8%	.	.	.	0	-5%	-4%	.
36	O=C(O)c1cccc(N=C2NC(=O)C(CO)(CO)S2)c1	32%	5%	-6%	?	-5%	-1	-15%	-1%	-4%
37	CCCCc1nn2c(=O)cc(COC(=O)c3ccccc3NC(=O)c3ccccc3OC)nc2s1	20%	-8%	1%	13%[59 µM]	-5%	-4	2%	15%	-3%
38	Cc1cc(SCc2ccc(Br)cc2)nc(=O)[nH]1	38%	-1%	-3%	0%[59 µM]	-15%	-2	-13%	1%	0%
39	Fc1ccc(NC2=NCCCCC2)cc1	0%	10%	-15%	7%	-13%	-1	2%	-1%	-8%
40	Cc1nc(SCC(=O)Nc2nsc(-c3ccc(C(C)(C)C)cc3)n2)c2c3c(sc2n1)CCCC3	38%	-1%	-15%	1%[59 µM]	-23%	0	-18%	-9%	7%
41	Cc1ccc(Cl)cc1N1CCN(CCCNC(=O)c2ccc3nc(N4CCCCC4)sc3c2)CC1	-9%	-8%	4%	-8%[59 µM]	?	1	-6%	3%	-1%
42	COc1cccc(NC(=O)c2ccc3nc(Cc4ccccc4)oc3c2)c1	21%[57 µM]	i	6%	10%[59 µM]	-11%	-3	-6%	0%	28%
43	CC1=CC2=NC(=O)CC(C)(C(=O)N(CC(=O)NC3CCCC3)c3cc(C)cc(C)c3)N2C=C1 (centres undefined)	35%	-7%	?	-8%	-28%	-1	-10%	34%[activator]	-1%
44	O=C(CSc1nnc(-c2ccncc2)n1Cc1ccco1)c1ccc(Cl)cc1	8%	-2%	?	?	?	-15	2%	9%	1%
45	N#CCNC(=O)C1c2ccccc2Oc2ccccc21	41%[activator]	-1%	-5%	10%	-1%	-1	-9%	-15%	-1%
46	Cn1c(=O)oc2cc(S(=O)(=O)NCCN3CCN(c4ccccc4)CC3)ccc21	8%	-9%	-22%	-19%	-35%	4	-5%	24%	-4%
47	COc1ccccc1C(=O)N1CCN(c2ccc(N3CCOCC3)nn2)CC1	20%	0%	7%	?	-3%	6	-16%	-9%	-12%
48	Clc1ccc2nc(C(Cl)(Cl)Cl)[nH]c2c1	.	-7%	.	.	.	-6	3%	4%	.
49	COc1ccc(NC(=O)c2nc3nc(C)cc(C(F)F)n3n2)c(C)c1	32%[activator]	-1%	0%	-14%[59 µM]	-1%	-1	4%	-10%	-3%
50	CC(=O)Nc1ccccc1NC(=O)C/C(C)=N/NC(=O)c1cccnc1	51%[activator]	-9%	-11%	24%	-4%	-1	-9%	-11%	-3%
51	Cc1cc(NC(=O)COC(=O)C(Cc2ccccc2)NC(=O)c2ccco2)no1 (centres undefined)	32%	i	.	-1%[59 µM]	4%	2	-13%	13%	2%

Only part of the results is shown, so the mix of outcomes need not match the whole.
